# Source: PubChem BioAssay
# Akt phos inh: Akt phosphorylation inhibition. AID 651550. activity change, % for hits at 50 µM. Neuro2A IGF-stimulated pAkt S473 HTRF, 20 min; stronger effect = lower value. actives 0.32% (n = 360,000); in the data active = activity change below about -80%; inconclusive = mostly about -51% to -80%; note: % is set by controls: 0 for no effect and ±100 for the full control effect
#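 Single-point screen (50 µM final compound) in Neuro2A cells stimulated 20 min with 6 nM IGF at 37 deg C. After lysis, Ser473-phosphorylated Akt read by HTRF (ex 330 nm, em 615/665 nm) as the 665/615 ratio.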
# GLP-1R inv ag: GLP-1 receptor (human) inverse agonism; actives 1.6% (n = 410,000); HEK293 GLP-1R CRE-luciferase, luminescence, 24 h; GLP-1R form is constitutively active; Potency, µM (series often up to 38.3 µM), inactives show top-dose activity change, negative = inhibition, most hits filed as inhibitors; P43220; note: potency is the fitted concentration of half-maximal effect; % is set by controls: 0 for no effect and ±100 for the full control effect; nearly all actives have a fitted effect of over 55% in size
# Target sequence (P43220 whole entry, looked up): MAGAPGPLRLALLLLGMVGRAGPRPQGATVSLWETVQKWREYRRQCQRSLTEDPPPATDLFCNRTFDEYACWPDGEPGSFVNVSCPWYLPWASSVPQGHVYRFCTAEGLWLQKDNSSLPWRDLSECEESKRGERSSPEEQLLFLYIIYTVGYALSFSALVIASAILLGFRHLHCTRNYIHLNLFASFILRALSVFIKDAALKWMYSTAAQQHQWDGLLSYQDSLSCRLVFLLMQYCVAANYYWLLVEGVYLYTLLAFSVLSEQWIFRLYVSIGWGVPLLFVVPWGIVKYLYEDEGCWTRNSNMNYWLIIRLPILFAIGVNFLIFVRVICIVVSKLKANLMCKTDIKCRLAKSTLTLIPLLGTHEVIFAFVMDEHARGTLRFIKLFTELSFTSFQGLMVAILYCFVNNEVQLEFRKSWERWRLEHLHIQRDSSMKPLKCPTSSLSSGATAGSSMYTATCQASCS
#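 Readout was luciferase luminescence, measured 12 min after detection reagent at room temperature. Beforehand, GLP-1R reporter HEK293 cells had sat 12 h, then received compounds for 24 hr at 37 deg C.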
# Abeta yeast res: A-beta toxicity reversal in yeast; yeast expressing A-beta42, growth rescue, OD600, 48 h; response scale: 0% DMSO, 100% iron-clioquinol control; actives 0.063% (n = 410,000); AID 1347071; Potency, µM (doses to about 46.1 µM), for inactives: top-dose growth rescue, most hits filed as activators; note: potency is the fitted concentration of half-maximal effect; nearly all actives have a fitted effect of over 55% in size
#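 Yeast A-beta toxicity model in growth medium with pinned compounds, 48 h at 30 C; growth read as absorbance at 600 nm. Normalized to FeCl3/clioquinol equimolar mix (positive) and DMSO (negative).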
# GLP1R cytotox: cytotoxicity counter-screen for GLP-1 receptor inverse agonists. HEK293 cAMP-luciferase reporter cells, luminescence, 24 h. Potency, µM (highest dose often 38.3 µM), for the others: at the highest dose activity change, negative = inhibition, most hits filed as inhibitors. actives 0.13% (n = 410,000);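 note: loss of luciferase light is scored as toxicity; potency is the fitted concentration of half-maximal effect; % is set by controls: 0 for no effect and ±100 for the full control effect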
#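 Cells in DMEM/10% Nu serum/1% pen-strep, 1536-well format. Pre-incubated 12 h, dosed with 23 nL compound, incubated a further 24 h. Luciferase detection, 12 min at room temp, luminescence.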
# TDP-43 yeast inh: inhibitors of TDP-43 toxicity in yeast; actives 1.8% (n = 410,000); TDP-43 expressing yeast growth rescue, BacTiter-Glo, 24 h; AID 652104; Potency, µM (doses to about 46.1 µM), for inactives: at the highest dose growth rescue (activation), most hits filed as activators; note: potency is the fitted concentration of half-maximal effect; % of control where 0% means no effect; nearly all actives have a fitted effect of over 50% in size
#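 Yeast cells expressing TDP-43 under galactose induction are exposed to compounds for 24 hr at 30 deg C. BacTiter-Glo luminescence measures growth, so protective compounds score as activators.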
# FUS yeast rescue: rescues growth of FUS-expressing yeast | Potency, µM (titrated, usually from 76.6 µM), for inactives: at the top dose growth rescue (activation), most hits filed as activators | S. cerevisiae FUS-expressing, growth rescue, OD600, 24 h | actives 0.24% (n = 390,000);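 note: potency is the fitted concentration of half-maximal effect; plate controls were DMSO vehicle for no effect and reference control for full effect; nearly all actives have a fitted effect of over 55% in size; some results filed as inactive show a strong effect at the top dose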
#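 FUS-expressing yeast, raffinose-pregrown, induced in 2% galactose minimal medium at OD 0.005; compounds in a dilution series, 24hr at 30C. Growth restoration read as absorbance at 600 nm. CP55940 positive control, DMSO negative.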
# MmCpn inh: inhibitors of Methanococcus maripaludis chaperonin (MmCpn); AID 504842; actives 0.031% (n = 330,000); purified Mm-Cpn ATPase, ADP Transcreener TR-FRET; Potency, µM (titrated, usually from 76.9 µM), for inactives: top-dose activity, negative = inhibition, actives largely listed as inhibitors; note: potency is the fitted concentration of half-maximal effect; % is set by controls: 0 for no effect and ±100 for the full control effect; nearly all actives have a fitted effect of over 80% in size
#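 ATP (10 uM final) was added to archaeal chaperonin (25 nM final) after 10 min exposure to test compound at 37°C; after 30 min further incubation, ADP was detected by competitive TR-FRET.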
# PTHR1 agonist: PTHR1 (human) receptor agonism. Q03431. HEK293 GP2 PTHR1 cells, GloSensor cAMP luminescence, 1 h. Potency, µM (series often up to 115 µM), for the others: at the top dose activation, usual class: activators. actives 0.075% (n = 410,000). AID 743266; note: potency is the fitted concentration of half-maximal effect; nearly all actives have a fitted effect of over 55% in size; some results filed as inactive show a strong effect at the top dose; inactives centre near -15; many of its hits are not listed in these tables
# Target sequence (Q03431 whole entry, looked up): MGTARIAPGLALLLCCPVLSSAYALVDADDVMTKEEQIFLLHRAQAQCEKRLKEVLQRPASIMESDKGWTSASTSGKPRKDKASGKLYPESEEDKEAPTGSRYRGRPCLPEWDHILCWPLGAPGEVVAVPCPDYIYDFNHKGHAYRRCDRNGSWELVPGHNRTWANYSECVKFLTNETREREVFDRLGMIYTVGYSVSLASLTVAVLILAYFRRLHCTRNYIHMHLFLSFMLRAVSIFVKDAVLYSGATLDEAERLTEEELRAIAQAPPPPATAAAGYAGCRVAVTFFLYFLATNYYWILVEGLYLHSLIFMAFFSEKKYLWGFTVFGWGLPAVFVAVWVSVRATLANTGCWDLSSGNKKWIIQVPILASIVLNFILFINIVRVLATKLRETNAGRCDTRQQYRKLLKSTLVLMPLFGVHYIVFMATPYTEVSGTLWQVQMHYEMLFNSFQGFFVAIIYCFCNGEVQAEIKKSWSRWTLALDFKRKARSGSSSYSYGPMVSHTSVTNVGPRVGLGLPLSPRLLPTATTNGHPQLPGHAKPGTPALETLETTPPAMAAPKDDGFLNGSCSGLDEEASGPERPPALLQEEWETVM
#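 HEK-293-derived GP2 cells expressing PTHR1 and a GloSensor cAMP reporter, 3,000/well, plated overnight, given luciferin plus IBMX (each 0.5 mM as added) for 1 h at 37 °C, then compound for 1 h at 37 °C. Luminescence was read after 15 min at room temperature.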
# aSyn rescue: alpha-synuclein toxicity inhibition in yeast | Yeast expressing alpha-synuclein, growth rescue, BacTiter-Glo, 24 h | Potency, µM (titrated, usually from 46.1 µM), for inactives: top-dose growth rescue (activation), actives largely listed as activators | actives 0.14% (n = 370,000); note: potency is the fitted concentration of half-maximal effect; % of control where 0% means no effect; nearly all actives have a fitted effect of over 65% in size
#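 Rescue of yeast growth: cells expressing toxic alpha-synuclein, induced in galactose at OD600 0.02, incubated with compound 24 h at 30 C. ATP luminescence quantified growth; inhibitors of toxicity appear as activators.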
# Active calls of the source: *; i = inactive; u = inconclusive; x = not tested or not shown; [ ] = remark or other dose. Unless noted, calls come from the whole dose curve; as a rule, active = well fitted curve in the direction sought with a large enough effect; inconclusive = small, poorly fitted or top-dose-only effect, or another doubt; inactive = no such curve, though single readings can be large; an effect the other way counts as inactive or inconclusive.
SMILES,Akt phos inh,GLP-1R inv ag,Abeta yeast res,GLP1R cytotox,TDP-43 yeast inh,FUS yeast rescue,MmCpn inh,PTHR1 agonist,aSyn rescue
CC1Cc2ccccc2N1C(=O)CSc1nnc(N)s1 (stereo unspecified),i,u,3%,0%,14%,-2%,4%,-6%,2%
Cc1ccc(C)c(Cn2c3ccccc3c3cnn(CC(=O)NCCCN4CCOCC4)c(=O)c32)c1,i,u,-1%,-18%,-13%,6%,0%,-24%,-1%
O=c1[nH]c(Cc2ccccn2)nc2scc(-c3ccccc3Cl)c12,i,2%,15%,32%[activator],-3%,35%,-6%,-27%,9%
Cc1ccc(Cl)cc1N1CCN(C(=O)C2CCN(Cc3nc(-c4ccc(Cl)cc4)oc3C)CC2)CC1,x,-7%,-10%,1%,8%,17%,x,i,x
COc1ccc(C)cc1NS(=O)(=O)c1ccc2c(c1)CCN2C(C)=O,i,u,15%,-24%,16%,23%,-4%,i,9%
CC(=O)Nc1ccc(Oc2ccc([N+](=O)[O-])cc2Cl)cc1,i,4%[7.66 µM],5%,10%[7.66 µM],15%[9.22 µM],20%,-1%,i,2%
COc1cccc(Cn2cc(C(=O)c3ccccc3)c(=O)c3cc4c(cc32)OCO4)c1,x,12%,-8%,-4%,4%,-12%,x,i,x
CCCn1cc(S(=O)(=O)c2ccccc2)c(=O)c2cc(F)c(N3CCCC3)cc21,x,4%,0%,-8%,17%[9.22 µM],-15%,x,i,x
O=C(Nc1cccc(S(=O)(=O)N2CCCCCC2)c1)C1=COCCO1,i,2%,-1%,-4%,14%,7%,-1%,-9%,8%
FC(F)(F)c1cc(-c2ccccc2)nc(-n2cc(Cl)cn2)n1,i,u,-1%,-16%,u,-30%,-1%,-31%[inhibitor],-16%
CC(C)C(OC(=O)c1ccco1)C(=O)NCc1ccco1 (stereo unspecified),i,13%,-4%,38%[activator],9%,-4%,x,-25%,-2%
CCc1ccc(C2=CC(c3cccc(Br)c3)n3nnnc3N2)cc1 (stereo unspecified),x,-18%,11%,164%[activator],1%,2%,x,-28%,x
Cc1cccc(CN2CCN(C3CN(C4CCCC4)S(=O)(=O)C3)CC2)c1 (stereo unspecified),i,-16%,-17%,1%,7%,-10%,x,3%,0%
COc1ccccc1NCC(=O)n1nc(C)cc1C,i,-4%,-4%,0%,-5%,13%,1%,-41%[inhibitor],6%
NC(=O)CSc1nnnn1-c1ccccc1Cl,i,-2%,-7%,7%,-18%,14%,5%,i,-4%
CCn1cc(C(=O)NCc2ccccc2)c(=O)c2cc(S(=O)(=O)N3CCCCC3)ccc21,x,2%,-21%,-5%,2%,7%,x,-11%,x
Cc1ccc(C(=O)Nc2ccccc2)cc1S(=O)(=O)N1CCN(C)CC1,i,-22%,4%,0%,2%,-12%,2%,-37%[inhibitor],-1%
O=[N+]([O-])c1ccc(CN2CCN(c3ccc(F)cc3)CC2)o1,i,-5%,31%,0%,9%,-21%,-1%,-9%,4%
Cc1ccc2nc(Cl)c(C3CC(c4cccs4)=NN3C(=O)CCC(=O)O)cc2c1 (stereo unspecified),i,2%,-9%,6%,-4%,-7%,-5%,i,0%
Cn1cc(SCC(=O)O)c2ccccc21,x,0%,21%,15%,17%,-5%,0%,i,x

# Arranged by value in GLP-1R inv ag (low to high): 4 from the list above.
SMILES	GLP-1R inv ag
Cc1ccc(C(=O)Nc2ccccc2)cc1S(=O)(=O)N1CCN(C)CC1	-22%
CCc1ccc(C2=CC(c3cccc(Br)c3)n3nnnc3N2)cc1 (stereo unspecified)	-18%
NC(=O)CSc1nnnn1-c1ccccc1Cl	-2%
Cc1ccc2nc(Cl)c(C3CC(c4cccs4)=NN3C(=O)CCC(=O)O)cc2c1 (stereo unspecified)	2%

# The main list resumes; the 2 compounds before the break are reprinted first.
SMILES,Akt phos inh,GLP-1R inv ag,Abeta yeast res,GLP1R cytotox,TDP-43 yeast inh,FUS yeast rescue,MmCpn inh,PTHR1 agonist,aSyn rescue
Cc1ccc2nc(Cl)c(C3CC(c4cccs4)=NN3C(=O)CCC(=O)O)cc2c1 (stereo unspecified),i,2%,-9%,6%,-4%,-7%,-5%,i,0%
Cn1cc(SCC(=O)O)c2ccccc21,x,0%,21%,15%,17%,-5%,0%,i,x
COc1ccc(C(=O)c2cn[nH]c2-c2ccc(C)cc2O)cc1,i,0%,-3%,-9%,-10%,17%,1%,-20%,11%
CCCCn1c(=O)c(CCC(=O)OCC(=O)NCc2ccc(OC)c(OC)c2)nc2ccccc21,i,28%,2%,-6%,-3%,2%,-3%,i,0%
Cc1ccc(NC(=O)CN2C(=O)C(=O)N(C3CCCC3)C2=O)c(Cl)c1,i,13%,u,-3%,21%,-10%,-1%,-10%,5%
COC(=O)c1cc(Oc2ccc(S(=O)(=O)N3CCOCC3)cc2[N+](=O)[O-])cc(C(=O)OC)c1,i,20%,3%,8%,-20%,17%,0%,-21%,0%
O=S(=O)(c1cccc(-c2nnc(SC(F)F)n2-c2ccccc2)c1)N1CCCCC1,i,u,14%,-9%,-11%,22%,1%,-9%[57.5 µM],-3%
CC(Sc1nc(N)cc(N)n1)C(=O)NCC1CCCO1 (stereo unspecified),i,-5%,12%,-4%,4%,-23%,1%,-6%,-1%
NC(=O)C1CCN(C(=O)C2CCN(S(=O)(=O)c3ccccc3)CC2)CC1,i,3%,-8%,12%,3%,-21%,1%,-2%,-4%
COc1cccc(C(=O)Nc2ccc(NC(=O)Cc3ccccc3)cc2)c1,i,-6%,5%,-4%,-17%,8%,-1%,8%,1%
Cc1ccc(NC(=O)C2CCCN2S(=O)(=O)c2ccc(F)cc2)c(C)c1 (stereo unspecified),i,4%,0%,-9%,-4%,6%,0%,-30%,-2%
Cc1ccccc1-c1cc(C(=O)NCC2CC2)n(CC2CC(c3cccnc3)=NO2)n1 (stereo unspecified),i,6%,7%,-1%,27%,-4%,0%,6%,3%
N#C/C(=N\Nc1ccccc1)C(=N)N1CCOCC1,i,14%,1%,u,-15%,22%,-1%,-14%,-1%
Cc1ccccc1Nc1nnc(SCC(=O)c2c(N)n(C3CC3)c(=O)[nH]c2=O)s1,i,2%,3%,-13%,0%,0%,3%,i,-8%
Cc1ccc2nc(-c3ccc(Br)cc3)cn2c1,i,u,-6%,1%,u,-8%,1%,-94%,13%
CCCNC(=S)Nc1ccc2nc(-c3ccccn3)c(-c3ccccn3)nc2c1,i,-7%,-8%,-8%,u,x,-4%,i,0%
O=C(CN1CCN(Cc2ccccc2F)C1=O)NCCc1ccc(Cl)cc1,i,u,13%,0%,0%,9%,0%,-22%,9%
O=C(Nc1ccc(Oc2ccsc2C(=O)O)cc1)c1ccccc1,i,19%,-3%,-6%,15%,-21%,-2%,i,6%
O=C(CN(C(=O)CCC(=O)Nc1ccccn1)c1cccc(F)c1)NCc1ccc2c(c1)OCO2,i,-15%,-16%,6%,4%,26%,1%,6%,-6%
COC(=O)C(CC(C)C)NC(=O)CNC(=O)c1ccccc1C (stereo unspecified),i,11%,12%,-12%,5%,17%,0%,i,-1%
COc1ccc(NC(=O)/C(=C/c2cccs2)NC(=O)c2ccco2)cc1,i,-1%,10%,u,17%,-15%,-1%,i,0%
CCN(Cc1ccncc1)C(=O)c1cc(COc2ccc(C)c(C)c2)on1,i,u,7%,-5%,-4%,10%,0%,-32%,12%

# Five of the compounds above, tab-delimited:
Structure	Akt phos inh	GLP-1R inv ag	Abeta yeast res	GLP1R cytotox	TDP-43 yeast inh	FUS yeast rescue	MmCpn inh	PTHR1 agonist	aSyn rescue
Cc1ccc2nc(-c3ccc(Br)cc3)cn2c1	i	u	-6%	1%	u	-8%	1%	-94%	13%
CCCNC(=S)Nc1ccc2nc(-c3ccccn3)c(-c3ccccn3)nc2c1	i	-7%	-8%	-8%	u	x	-4%	i	0%
O=C(CN1CCN(Cc2ccccc2F)C1=O)NCCc1ccc(Cl)cc1	i	u	13%	0%	0%	9%	0%	-22%	9%
O=C(Nc1ccc(Oc2ccsc2C(=O)O)cc1)c1ccccc1	i	19%	-3%	-6%	15%	-21%	-2%	i	6%
O=C(CN(C(=O)CCC(=O)Nc1ccccn1)c1cccc(F)c1)NCc1ccc2c(c1)OCO2	i	-15%	-16%	6%	4%	26%	1%	6%	-6%

# (cont.)
SMILES,Akt phos inh,GLP-1R inv ag,Abeta yeast res,GLP1R cytotox,TDP-43 yeast inh,FUS yeast rescue,MmCpn inh,PTHR1 agonist,aSyn rescue
COc1ccc(NC(=O)CSc2c3c(nc4ccccc24)CCCC3)c(OC)c1,i,u,-16%,u,-10%,40%,-7%,-28%,-12%
COc1ccc(OC)c(/C=N/NC(=O)c2ccncc2)c1,i,4%,7%,-2%,4%,4%,1%,i,0%
CCN(CC)S(=O)(=O)c1ccc(N2CCOCC2)c(NS(=O)(=O)c2cccs2)c1,i,15%,7%,6%,4%,-1%,1%,-6%,2%[1.84 µM]
CC(C)(C)C(=O)Nc1nnc(SCC(=O)NCc2cccs2)s1,i,-26%,11%,-8%,2%,0%,-1%,-6%[57.5 µM],-16%

# Some of the compounds tested; rates above refer to the full screens.
